GPR151 ag: activates the human receptor GPR151; activation, % at 11.2 µM; hit rate 1% among 650,000; PathHunter beta-arrestin GPR151 cells, luminescence; Q8TDV0; in the data active = activation above about 4.9%;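 also: 0% = median of compound wells and 100% = cells with positive control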
Target sequence (Q8TDV0 whole entry, looked up): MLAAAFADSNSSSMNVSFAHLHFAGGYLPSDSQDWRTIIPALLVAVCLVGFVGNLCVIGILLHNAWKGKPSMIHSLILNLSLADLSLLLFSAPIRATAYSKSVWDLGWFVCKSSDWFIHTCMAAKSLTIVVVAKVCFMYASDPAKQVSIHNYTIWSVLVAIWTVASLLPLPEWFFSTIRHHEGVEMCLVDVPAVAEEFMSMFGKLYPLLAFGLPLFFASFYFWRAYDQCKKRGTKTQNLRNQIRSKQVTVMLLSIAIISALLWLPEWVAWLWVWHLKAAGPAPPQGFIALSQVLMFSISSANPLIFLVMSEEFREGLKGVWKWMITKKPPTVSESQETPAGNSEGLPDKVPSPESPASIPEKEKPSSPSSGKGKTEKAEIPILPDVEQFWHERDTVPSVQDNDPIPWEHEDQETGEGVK
MITF primary: blocks human microphthalmia-associated transcription factor | O75030 | AlphaScreen MITF homodimerization, bead proximity signal | inhibition, % at 2.6 µM | hit rate 0.91% among 650,000 | AID 1259374; in the data active = inhibition above about 50%;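 also: 0% = vehicle wells with protein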
Target sequence (O75030 whole entry, looked up): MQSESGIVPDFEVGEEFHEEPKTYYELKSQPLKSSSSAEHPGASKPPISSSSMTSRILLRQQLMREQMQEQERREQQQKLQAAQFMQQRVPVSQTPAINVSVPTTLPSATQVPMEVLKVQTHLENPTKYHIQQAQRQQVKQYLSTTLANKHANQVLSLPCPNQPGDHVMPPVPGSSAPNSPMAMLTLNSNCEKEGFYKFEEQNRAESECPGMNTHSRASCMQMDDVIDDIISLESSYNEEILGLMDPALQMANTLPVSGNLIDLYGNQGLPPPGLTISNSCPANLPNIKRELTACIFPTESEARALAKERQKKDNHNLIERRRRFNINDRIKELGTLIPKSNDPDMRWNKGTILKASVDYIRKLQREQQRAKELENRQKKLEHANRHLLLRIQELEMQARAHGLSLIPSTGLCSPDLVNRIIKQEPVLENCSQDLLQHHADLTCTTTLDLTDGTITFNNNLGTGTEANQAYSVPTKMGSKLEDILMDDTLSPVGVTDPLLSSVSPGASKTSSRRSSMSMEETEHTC
TEAD-YAP block: TEAD-YAP interaction inhibition | HEK-TIYL cells, TEAD-Gal4/YAP UAS-luciferase luminescence | inhibition, % at 9.12 µM | hit rate 1.4% among 640,000 | AID 1259422; in the data active = inhibition above about 32%;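 also: 0% = median of test compound wells and 100% = reference inhibitor wells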
FBW7 act: activators of human E3 ligase FBW7; hit rate 0.13% among 650,000; AlphaScreen FBW7–phospho-cyclin E peptide binding, activator screen; normalized activity (activation), % at 26.1 µM; Q969H0; AID 1259310; in the data active = normalized activity above about 1.9%;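 also: purified mutant Fbw7 with reduced substrate affinity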
An asterisk follows results filed as active.

canonical_smiles	GPR151 ag	MITF primary	TEAD-YAP block	FBW7 act
O=C(Oc1cccc2cccnc12)c1ccccc1Br	0.6	8	0	-0.8
COc1ccccc1N1C(=S)NC2c3cc(C)ccc3OC1(C)C2C(=O)N(C)C (stereo not given)	-0.4	2	5	0.1
CC(C)[C@H](NC(=O)c1ccccc1)C(=O)OC/C(O)=C(\C#N)c1nc2ccccc2[nH]1	1.6	3	-1	-0.1
CCOc1ccc(CC(=O)NCCn2ccnc2C)cc1	2.8	1	5	-0.1
Cc1ccc(NC(=O)Nc2ccc3c(c2)nc(C)n3C)cc1C	1.6	18	-53	0.4
Cc1cc(=O)[nH]c(N/N=C/c2cc(Cl)cc(Cl)c2O)n1	-1.9	34	11	0.0
O=C(Nc1nccc(-c2cccc(Nc3ccccc3)c2)n1)C1CCOC1 (stereo not given)	0.3	-1	-53	-0.2
COC(=O)COc1ccc(S(=O)(=O)NCCC2=CCCCC2)cc1	-0.7	-3	3	0.0
O=C1c2ccccc2-c2oc(=O)c3ccccc3c21	-0.3	3	1	0.4
COc1ccc(-n2nnc3c(=O)n(Cc4ccccc4F)cnc32)cc1	0.3	-6	1	0.0
CC(=O)N1CCc2cc(C(=O)CN3CCN(c4cc(Cl)ccc4C)CC3)ccc21	0.8	18	5	0.2
Cc1cc(N2CCN(C(=O)c3ccco3)CC2)n2nc(-c3ccc(F)cc3)cc2n1	0.0	-7	4	0.0
Cn1c(=O)c2c(SCCN3CCOCC3)nc(C3CCCC3)nc2n(C)c1=O	0.2	0	-11	-0.1
CCCN(CCC)CP(=O)(O)CCC(=O)O	-0.3	0	4	-0.1
CC1(C)CC2(CC(C)(C)N1)N=C1C(=[N+]2[O-])CCC/C1=N\O	0.5	4	-8	0.0
NN1C(=O)c2cccc3cc(O)cc(c23)C1=O	-1.6	18	-16	-0.1
Cc1cc(C)nc(NC(=S)Nc2ccccc2)n1	-0.7	20	-18	0.5
COCCNC(=O)C(=O)NNC(=O)CN1C(=O)c2ccccc2C1=O	0.2	-4	-7	-0.3
COc1cc(-c2cc(C(=O)Nc3cc(C)on3)c3ccccc3n2)cc(OC)c1OC	-0.1	-3	17	0.1
CN(C)CCNC(=O)C12CCC3CC(CC(C3)C1)C2	0.5	-6	-10	0.0

Continued:
canonical_smiles	GPR151 ag	MITF primary	TEAD-YAP block	FBW7 act
COC(=O)C(C)CC(C)C(=O)N1CCOCCOCCN(C(=O)C(C)CC(C)C(=O)OC)CCOCCOCC1 (stereo not given)	0.6	-1	-8	-0.1
COc1ccccc1CNC(=O)c1sc2ncn(CC(=O)N3CC(C)CC(C)C3)c(=O)c2c1C (stereo not given)	0.0	8	12	0.2
CCN(Cc1ccccc1)C(=O)C1CCN(S(=O)(=O)c2cccc3nsnc23)CC1	-0.9	7	-7	-0.2
COCCN=C(C)C1=C(O)c2ccccc2C1=O	1.4	9	-7	-0.2
CCOC(=O)C1=C(N)OC2=C(C(=O)CC(C)(C)C2)C1c1cccc(Cl)c1 (stereo not given)	0.1	-6	-13	0.0
O=C1C2CCCCC2C(=O)N1c1ccc(Oc2ccc3ccccc3c2)cc1 (stereo not given)	0.1	13	1	0.2
CC(=O)Nc1cc2nc(C)n(Cc3ccccc3[N+](=O)[O-])c2nc1C	1.4	11	6	-0.1
CCn1c(C)nc2cc(C(=O)N/N=C/c3ccc(O)c(O)c3O)ccc21	-2.2	75*	-2	-1.2
CC(=NCCN1CCNCC1)c1c(C(F)(F)F)[nH]n(-c2nc3ccccc3s2)c1=O	-7.8	11	-13	0.1
COc1ccccc1N1CCN(C2CCCN(C(=O)c3ccsc3)C2)CC1 (stereo not given)	2.2	-4	3	0.1
CCCC1(C2CCN(Cc3cccc(Cl)c3)CC2)NC(=O)N(CC2CCCO2)C1=O (stereo not given)	-1.0	11	1	0.1
O=C(NCc1cccnc1)c1ccnc(NCCN2CCOCC2)c1	1.4	10	-12	0.3
Nc1ncc(-c2ccncn2)c(-c2ccc(C(F)(F)F)nc2)n1	-0.9	8	0	0.1
COc1ccccc1-c1cnc2[nH]c(=O)n(CCCN3CCOCC3)c2n1	0.0	-8	2	-0.3
COc1ccc(-c2noc(Nc3cc(OC)ccc3OC)n2)cc1	-1.6	-3	-13	0.6
Cc1ccccc1CSc1nc2ccccc2c(=O)n1Cc1ccc2c(c1)OCO2	-0.7	4	-10	0.0
CN(C)c1ccc(CN2CCCC(C(N)=O)C2)cc1 (stereo not given)	-0.5	-5	0	0.0
CCOc1ccccc1NC(=O)CCCc1nc2ccccc2c(=O)[nH]1	1.1	9	25	-0.1
O=C(c1ccc(S(=O)(=O)N2CCOCC2)cc1)N1CCN(Cc2ccc3c(c2)OCO3)CC1	0.0	-8	14	-0.1
CN(C)Cc1c(C(=O)N/N=C/c2ccc(O)cc2O)nnn1-c1nonc1N	-0.2	15	24	-0.6

Grouped by structure: the entries above with an NH in an aromatic ring (5)
canonical_smiles	GPR151 ag	MITF primary	TEAD-YAP block	FBW7 act
CC(C)[C@H](NC(=O)c1ccccc1)C(=O)OC/C(O)=C(\C#N)c1nc2ccccc2[nH]1	1.6	3	-1	-0.1
Cc1cc(=O)[nH]c(N/N=C/c2cc(Cl)cc(Cl)c2O)n1	-1.9	34	11	0.0
CC(=NCCN1CCNCC1)c1c(C(F)(F)F)[nH]n(-c2nc3ccccc3s2)c1=O	-7.8	11	-13	0.1
COc1ccccc1-c1cnc2[nH]c(=O)n(CCCN3CCOCC3)c2n1	0.0	-8	2	-0.3
CCOc1ccccc1NC(=O)CCCc1nc2ccccc2c(=O)[nH]1	1.1	9	25	-0.1

Later entries
canonical_smiles	GPR151 ag	MITF primary	TEAD-YAP block	FBW7 act
CCCCCCc1cc2cc(-c3csc(NC(=O)CCC(=O)Nc4ccc(CC)cc4)n3)c(=O)oc2cc1O	-1.8	20	-15	1.2
O=C(O)C1Cc2ccccc2CN1S(=O)(=O)c1ccc(Cl)c(C(F)(F)F)c1 (stereo not given)	-2.7	19	-3	0.2
CCCOc1ccc(C2/C(=C(\O)c3ccc(OCCC)cc3C)C(=O)C(=O)N2c2nc(C)c(C(=O)OCC)s2)cc1 (stereo not given)	-1.1	3	-7	0.0
COc1ccc(C(=O)Nc2nc(-c3ccc([N+](=O)[O-])cc3)cs2)cc1OC	0.4	-3	-2	0.8
CC(Oc1cccc(Cl)c1)C(=O)Nc1ccccc1C#N (stereo not given)	-0.5	-13	11	0.0
O=C(NCc1ccc(Br)cc1)C1Cc2ccccc2CN1S(=O)(=O)c1ccc(F)cc1 (stereo not given)	-0.7	-2	2	0.0
O=C(N[C@H]1CCCCNC1=O)c1ccc(N2CCC(NC3Cc4ccccc4C3)CC2)cc1	-1.2	0	-12	-0.2
Cc1ccc(C2C(=O)N(C3CCCC(C)C3C)CC(=O)N2CCC2=CCCCC2)cc1 (stereo not given)	1.2	0	-7	0.1
O=C(O)CNS(=O)(=O)c1ccc2[nH]c(=O)oc2c1	-0.5	14	10	0.1
Cc1ccc(CSc2nnc3c(n2)OC2(Nc4ccccc4-3)C(=O)Nc3ccc(F)cc32)cc1 (stereo not given)	1.1	1	-4	-0.2
COc1ccc(-c2nccc(Nc3ccc(NC(C)=O)cc3)n2)cc1	0.9	9	-9	0.0
CCS(=O)(=O)N1CCN(c2ccc3nnc(C)n3n2)CC1	0.3	10	2	0.0
CN(C)CCCNC(=O)c1cc2ccccc2o1	-0.5	6	3	0.0
CC(C(=O)NCc1ccco1)N(c1ccc(Cl)cc1)S(C)(=O)=O (stereo not given)	3.9	2	7	0.1
CC(C)CNC(=O)c1cc(Cl)ccc1Cl	0.8	6	-5	0.0
CC(=O)C1=C(O)C(=O)N(Cc2ccco2)C1c1ccc(C(C)C)cc1 (stereo not given)	-0.8	20	-1	0.2
COc1cc(/C=C/C(=O)O)cc(S(=O)(=O)N2CCCCC2)c1OC	1.4	12	-7	-0.1
Cc1cccc(CC(=O)Nc2cnn(-c3cccc(C(=O)Nc4cccc(C#N)c4)c3)c2)c1	-0.7	14	3	0.5
COc1cc(/C=N/N=C(N)N)cc(OC)c1O	-1.4	7	5	-0.2
COc1ccc(CNc2nc(C)c(-c3ccn(CC4CCCN(C)C4)n3)s2)cc1OC (stereo not given)	-0.5	9	5	0.2

Carrying on.
canonical_smiles	GPR151 ag	MITF primary	TEAD-YAP block	FBW7 act
Cc1ccc(NS(=O)(=O)c2cc3c4c(c2)CCN4C(=O)CC3)cc1C	0.0	2	2	0.1
CC(C)CC(NC(=O)/C(=C/c1ccco1)NC(=O)c1ccc(Br)o1)C(=O)O (stereo not given)	0.2	2	4	-0.2
COc1ccc(-n2nc3cc(C)c(NC(=O)c4ccc(OC)c(Cl)c4)cc3n2)cc1	0.0	-12	-8	0.1
Cc1ccc(NC(=O)c2sc3nc4c(cc3c2N)C(=O)CC(C)(C)C4)cc1	-0.2	8	10	0.0
O=C(Nn1c(-c2ccccc2F)nc2ccccc2c1=O)c1c(F)cccc1F	1.2	-1	8	-0.1
Clc1cccc(-n2ncc3c(N4CCOCC4)ncnc32)c1	-2.8	-16	71*	-0.1
COc1cc(OC)c(NC(=O)C2c3cc(OC)c(OC)cc3C(=O)N(C)C2c2ccc(OC)c(OC)c2)cc1Cl (stereo not given)	0.6	0	15	-0.3
c1cc2c(cc1CN1CCN(c3nc(NCCN4CCOCC4)c4ncn(C5CCCCC5)c4n3)CC1)OCO2	2.8	20	-3	0.2
COc1ccc2c(c1)OC(O)(C(F)(F)C(F)F)CC2=O (stereo not given)	-0.8	7	3	0.0
COc1ccc([C@@H]2CN(C(=O)c3csc4c3CCCC4)C[C@H]2C(=O)O)cc1	1.4	-11	-3	0.1
CCOc1ccc(C2C=C(c3ccc(C)cc3)Nc3nc(CCCO)nn32)cc1 (stereo not given)	-1.3	16	-3	0.1
O=C1Nc2cc(C(=O)N3CCN(c4ccccn4)CC3)ccc2NC1CS(=O)(=O)Cc1ccc(F)cc1 (stereo not given)	-0.3	13	1	0.0
O=C(Nc1ccccc1Cl)c1c(NC(=O)C(F)(F)F)sc2c1CCC2	-0.8	-7	8	0.1
Cc1ccc2c(c1)CN(CCNC(=O)CSc1nncn1C)CC(C)O2 (stereo not given)	1.3	-2	-2	0.0
Cc1cccc(N/C(=N/S(=O)(=O)c2ccccc2)c2ccccc2)n1	-0.1	15	-3	0.3
O=C(OCc1ccc2c(c1)OCO2)c1ccc(Cl)c(S(=O)(=O)N2CCOCC2)c1	-1.3	-1	-9	-0.1
CCOC(=O)C1CCN(C(=O)C2CCN(Cc3ccc(OC)cc3OC)CC2)CC1	-1.6	29	6	0.1
COc1ccc(OC)c(C2C3=C(CCCC3=O)Nc3nc(SC)nn32)c1 (stereo not given)	1.9	-29	3	0.1
CCOCCCNC(=O)CNC(=O)COc1ccccc1	2.4	-7	-4	-0.1
COCCNC(=O)C(c1ccccc1)N(C(=O)c1sc(C)nc1C)c1ccc(C)cc1 (stereo not given)	0.4	7	0	-0.1

Sorted by SMILES length (lowest first): part of the list above
canonical_smiles	GPR151 ag	MITF primary	TEAD-YAP block	FBW7 act
Cc1ccc2c(c1)CN(CCNC(=O)CSc1nncn1C)CC(C)O2 (stereo not given)	1.3	-2	-2	0.0
CCOc1ccc(C2C=C(c3ccc(C)cc3)Nc3nc(CCCO)nn32)cc1 (stereo not given)	-1.3	16	-3	0.1
COc1ccc([C@@H]2CN(C(=O)c3csc4c3CCCC4)C[C@H]2C(=O)O)cc1	1.4	-11	-3	0.1

(continued)
canonical_smiles	GPR151 ag	MITF primary	TEAD-YAP block	FBW7 act
CC(=O)NC12CC3CC(CC(CO[N+](=O)[O-])(C3)C1)C2	0.4	-1	1	0.2
COc1ccc(N2CCN(c3ncnc4c3c(-c3ccccc3)cn4-c3ccc(OC)cc3)CC2)cc1	-0.5	-6	-6	-0.1
Cc1cc(C)cc(NC(=O)/C(=C/c2cccc([N+](=O)[O-])c2)NC(=O)c2ccc(F)cc2Cl)c1	0.3	0	5	0.1
Cn1cnnc1SCC(=O)NC(=O)c1ccc(C(C)(C)C)cc1	-0.1	7	-16	0.5
COc1cc(/C=C2/C(=O)N(c3cccc(Cl)c3)N=C2C)cc2sc(=O)oc12	-2.5	15	4	-0.5
CC(=O)Nc1cc(CNCC(C)(C)C)cc(C(=O)N2CCN(C)CC2)c1	-1.3	6	0	0.0
COc1ccc(CC(=O)OCC(=O)NC(=O)NC(C)C)cc1	-0.3	13	-4	0.1
C=COCCNC(=O)C(=O)Nc1nccs1	-0.3	11	7	0.5
Cc1ccc(NC(=O)Nc2c3ccccc3nc(=O)n2CC(C)C)cc1C	-1.1	-5	2	-0.2
O=C(CC(SCCO)c1ccc2c(c1)OCO2)c1ccco1 (stereo not given)	-2.4	-9	-12	-0.2
CCOc1ccccc1Nc1ncnc2c1c(-c1ccccc1)cn2-c1ccc(F)cc1	-1.4	3	-8	0.0
O=S(=O)(c1ccc(N2CCOCC2)nc1)N1CCOCC1	0.4	6	-5	0.6
CCOC(=O)C1=C(C)N=c2s/c(=C\c3ccc(-c4cc(Cl)ccc4C)o3)c(=O)n2C1c1ccc(OC)cc1 (stereo not given)	-0.3	-9	3	0.0
N#Cc1ccc(NS(=O)(=O)c2cccc([N+](=O)[O-])c2)cc1	1.1	5	6	0.1
CCOc1ccc(NC(=O)Cc2c(C(=O)O)n(C)c3ccc(C)cc23)cc1	0.2	17	3	0.1
O=C1CC(N2CCN(c3ccccc3)CC2)C(=O)N1c1ccc(Cl)cc1Cl (stereo not given)	4.7	-1	-1	-0.1
CCCc1cc(=O)[nH]c(SCC(=O)N(C)Cc2ccccc2)n1	1.2	2	8	-0.1
